Screening results as filed in PubChem.
TEAD-YAP block = TEAD-YAP interaction inhibition | HEK-TIYL cells, TEAD-Gal4/YAP UAS-luciferase luminescence | inhibition, % at 9.12 µM | hit rate 1.4% among 640,000 | AID 1259422; in the data active = inhibition above about 32%;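 note: 0% = median of test compound wells and 100% = reference inhibitor wells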
FBW7 activator = activators of human E3 ligase FBW7. Q969H0. AlphaScreen FBW7–phospho-cyclin E peptide binding, activator screen. normalized activity (activation), % at 26.1 µM. hit rate 0.13% among 650,000; in the data active = normalized activity above about 1.9%;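 note: purified mutant Fbw7 with reduced substrate affinity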
Target sequence (Q969H0 whole entry, looked up): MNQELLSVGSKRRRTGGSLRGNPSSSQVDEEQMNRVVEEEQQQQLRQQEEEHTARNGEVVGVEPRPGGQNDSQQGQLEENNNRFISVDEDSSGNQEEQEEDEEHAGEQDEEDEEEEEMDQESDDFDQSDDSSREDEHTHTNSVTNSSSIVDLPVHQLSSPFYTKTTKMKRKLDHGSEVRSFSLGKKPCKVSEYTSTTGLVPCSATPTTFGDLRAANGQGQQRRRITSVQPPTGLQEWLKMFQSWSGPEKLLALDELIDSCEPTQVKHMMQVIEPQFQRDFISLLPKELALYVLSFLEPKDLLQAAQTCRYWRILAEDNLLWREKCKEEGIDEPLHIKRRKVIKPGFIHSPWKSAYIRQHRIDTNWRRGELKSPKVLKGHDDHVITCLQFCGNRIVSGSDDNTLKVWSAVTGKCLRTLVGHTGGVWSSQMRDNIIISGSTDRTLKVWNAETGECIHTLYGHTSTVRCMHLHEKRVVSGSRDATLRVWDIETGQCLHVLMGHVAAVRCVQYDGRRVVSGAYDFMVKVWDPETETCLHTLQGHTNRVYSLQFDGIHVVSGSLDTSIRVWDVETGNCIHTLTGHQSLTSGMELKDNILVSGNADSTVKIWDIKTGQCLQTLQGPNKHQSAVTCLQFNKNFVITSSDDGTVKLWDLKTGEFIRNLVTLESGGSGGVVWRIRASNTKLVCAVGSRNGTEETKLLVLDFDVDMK
MITF inh = human MITF inhibition, primary screen; O75030; AlphaScreen MITF homodimerization, bead proximity signal; inhibition, % at 2.6 µM; hit rate 0.91% among 650,000; in the data active = inhibition above about 50%;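 note: 0% = vehicle wells with protein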
GPR151 ag = human GPR151 activation. hit rate 1% among 650,000. activation, % at 11.2 µM. AID 1508602. PathHunter beta-arrestin GPR151 cells, luminescence; in the data active = activation above about 4.9%;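 note: 0% = median of compound wells and 100% = cells with positive control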
* hit, by the source's call; i = inactive.

SMILES	TEAD-YAP block	FBW7 activator	MITF inh	GPR151 ag
Cc1cccc(-n2nnc(C(N)=O)c2N)c1	-7	0.4	11	1.6
Cc1ccc(C(=O)NCCN(C)C)cc1Cl	-2	-0.1	-6	3.3
COCCn1c(C)cn2c3c(=O)n(Cc4ccccc4F)c(=O)n(C)c3nc12	-4	0.1	6	0.9
CC(C)NCCn1c(-c2ccccc2)cn2c3ccccc3nc12	-5	0.0	16	1.4
CCOC(=O)c1c(-c2ccccc2)oc2ccc(OCC(N)=O)cc12	10	-0.3	-6	-1.1
COC(CNC(=O)c1ccc2c(c1)nc(C)n2-c1cccc(C)c1)OC	-7	0.4	8	-1.4
O=[N+]([O-])c1ccc(Nc2nc(NC3CCCCC3)nc(N3CCCC3)n2)cc1	-8	0.8	19	-0.5
Cc1ccc2nsnc2c1NC(=O)c1cc([N+](=O)[O-])ccc1Cl	0	0.9	10	-0.9
Cc1ccc(C(=O)N/C(=C/c2ccc(C)o2)C(=O)O)cc1	5	-0.2	5	0.6
COc1cccc(NC(=O)Nc2nnc(-c3cccs3)s2)c1	-21	-0.1	6	-0.1
CC(=O)Cn1cnc2scc(-c3ccc(Cl)cc3)c2c1=O	4	-0.1	11	0.6
CC(C)=CC(=O)Nc1nc(-c2ccc(Cl)cc2)cs1	-34	0.2	9	2.1
O=C(CC1(O)C(=O)Nc2ccc(Br)cc21)c1ccc(F)cc1 (centres undefined)	-8	-0.2	-10	-0.3
COC(=O)c1ccc(OC(=O)c2cccnc2)cc1	2	-0.1	-2	-1.6
Cc1csc(NC(=O)CSc2nnc(-c3ccccn3)n2-c2ccc(Cl)cc2)n1	12	-0.3	8	0.3
O=C(CC(=O)c1ccccc1O)c1cccc(Br)c1	-28	-0.3	-2	1.5
CC(C)CC(=O)C1=C(O)c2ccccc2C1=O	2	-0.1	-5	0.8
Cc1noc(C)c1CC1(C)C(=O)Nc2cc(F)ccc21 (centres undefined)	-8	-0.1	19	0.0
c1ccc(N=c2scc(-c3ccccc3)n2CC2CCCO2)cc1 (centres undefined)	-7	-0.3	31	1.4
CCCCOc1ccc(N2C(=O)CC(N3CCC(C(=O)O)CC3)C2=O)cc1 (centres undefined)	2	0.3	1	-0.9
CC(=O)N1CCN(CC(O)c2ccccc2)CC1 (centres undefined)	-1	-0.2	30	1.1
O=C(c1ccc2c(=O)n(Cc3ccco3)c(=S)[nH]c2c1)N1CCC2(CC1)OCCO2	-11	-0.2	2	-0.5
CCc1c(C)nc(NC2CCN(S(=O)(=O)c3cccc([N+](=O)[O-])c3)CC2)[nH]c1=O	-3	-0.1	3	0.2
COc1ccccc1S(=O)(=O)Nc1ccc2nc(SC)sc2c1	8	0.1	2	1.2

Structures above containing a Cl atom:
SMILES	TEAD-YAP block	FBW7 activator	MITF inh	GPR151 ag
Cc1ccc(C(=O)NCCN(C)C)cc1Cl	-2	-0.1	-6	3.3
Cc1ccc2nsnc2c1NC(=O)c1cc([N+](=O)[O-])ccc1Cl	0	0.9	10	-0.9
CC(=O)Cn1cnc2scc(-c3ccc(Cl)cc3)c2c1=O	4	-0.1	11	0.6
CC(C)=CC(=O)Nc1nc(-c2ccc(Cl)cc2)cs1	-34	0.2	9	2.1
Cc1csc(NC(=O)CSc2nnc(-c3ccccn3)n2-c2ccc(Cl)cc2)n1	12	-0.3	8	0.3

Continued.
SMILES	TEAD-YAP block	FBW7 activator	MITF inh	GPR151 ag
O=C(Nc1ccccc1I)c1cnccn1	-13	-0.1	15	2.1
Cc1cccn2c(=O)c3cc(C(=O)N(C)c4ccccc4)n(C)c3nc12	0	0.1	20	-0.8
Cc1ccc(-c2cncc(-c3cccc(C(=O)NCCCN(C)C)c3)n2)cc1	-26	0.1	16	-0.5
CCOC(=O)c1c(NC(=O)CSc2nnc(CNC(=O)Cc3ccc(OC)cc3)n2-c2cccc(C)c2)sc2c1CCC2	5	-0.1	-1	1.5
C=CCN(c1ccccc1)C(C(=O)Nc1ccc2c(c1)OCO2)c1ccccc1 (centres undefined)	-9	-0.1	-3	0.7
Oc1ccc(-c2[nH]nc3nc(-c4ccccc4O)ccc23)cc1	3	0.8	-7	-1.6
Cn1c(CSc2ccccc2)c(C#N)c2ccccc21	-44	-0.2	-12	0.7
Cc1ccc(-c2nc(N3CCN(c4ccc([N+](=O)[O-])cc4)CC3)c3ccccc3n2)cc1	8	0.4	18	-0.9
Cc1cc(N2CCN(C(C)c3ccccc3)CC2)nc(N)n1 (centres undefined)	5	0.1	7	0.5
CSc1ccccc1C(=O)Nc1cc(C)on1	-12	0.0	-8	2.1
CC1(C)Cc2c(c(N3CCOCC3)nc3sc4c(N5CCCCC5)ncnc4c23)CO1	-9	-1.1	7	0.2
CCN1C(=O)c2cccc3c(NC(=O)C45CC6CC(CC(C6)C4)C5)ccc1c23	-3	0.6	13	1.6

Entries of single compounds, quoted from the list:
`CC1(C)Cc2c(c(N3CCOCC3)nc3sc4c(N5CCCCC5)ncnc4c23)CO1` is entered as TEAD-YAP block = -9; FBW7 activator = -1.1; MITF inh = 7; GPR151 ag = 0.2
`Cc1cc(N2CCN(C(C)c3ccccc3)CC2)nc(N)n1` (centres undefined) is entered as TEAD-YAP block = 5; FBW7 activator = 0.1; MITF inh = 7; GPR151 ag = 0.5

The main list resumes, starting two compounds before the break.
SMILES	TEAD-YAP block	FBW7 activator	MITF inh	GPR151 ag
CC1(C)Cc2c(c(N3CCOCC3)nc3sc4c(N5CCCCC5)ncnc4c23)CO1	-9	-1.1	7	0.2
CCN1C(=O)c2cccc3c(NC(=O)C45CC6CC(CC(C6)C4)C5)ccc1c23	-3	0.6	13	1.6
Cc1cc(C(=O)Nc2ccc(Br)cc2)cs1	-64	0.1	9	0.6
CCOc1ccc(CN2CCNC(=O)C2CC(=O)NCCOC(C)C)cc1 (centres undefined)	8	0.0	4	-0.2
CCOC(=O)c1ccc(NC(=O)c2ccc(Br)c(S(=O)(=O)N3CCCCC3)c2)cc1	49*	0.1	-6	0.6
CC1(C)Cc2ccccc2-c2nnc(SCC(=O)Nc3ccc(O)cc3)n21	-1	0.1	2	-0.3
CC(C)Cn1cc(C(=O)NCCCOC(C)C)c2c3ccccc3n(C)c2c1=O	-7	0.1	-2	-0.3
Cc1nc2cc(SCC(=O)O)ccc2s1	0	0.2	11	-5.5
CCN(CC)c1ccc(/C=N/NC(=O)Cc2n[nH]c(=O)[nH]c2=O)cc1	9	0.7	10	-0.1
COc1cccc(NC(=O)Nc2nnc(-c3ccc([N+](=O)[O-])cc3)s2)c1	12	0.0	21	0.7
CCOC(=O)C1=C(C)N=C2SC(C(=O)OC)=CC(=O)N2C1c1cccc(OC)c1 (centres undefined)	-1	-0.4	2	-1.3
COc1cccc(OCCCCNC2CCCC2)c1	1	0.1	27	0.2
COc1cccc(C(=O)NCC2CCN(c3ccc(S(=O)(=O)N(C)C)cc3)CC2)c1	8	-0.1	16	-1.3
COC(C)(C)CNC(=O)C1CCN(C2CCN(Cc3cccc(C)n3)CC2)CC1	10	-0.2	81*	-0.4
Cc1cc(CN(C)C(=O)CC2C(=O)NCCN2Cc2ccc(F)cc2)n[nH]1 (centres undefined)	-19	0.3	-4	0.3
Cc1ccc2nc(NC(=O)CN(C)S(=O)(=O)c3cccc4nsnc34)sc2c1	13	0.1	16	-0.3
Cc1ccc(NC(=O)C2C3C=CC(C3)C2C(=O)O)cc1NC(=O)c1ccc(Cl)cc1 (centres undefined)	-3	0.1	13	0.8
c1ccc(Oc2ccc(-c3cnc4ccc(NC5CCOCC5)nn34)cc2)cc1	-3	0.2	-11	-0.5
Cc1ccc(NNC(=S)NC(C)C)c(C)c1	-4	-0.3	22	-3.0
Cc1ccc2c(c1)NC(=O)C(OC(=O)Cc1cccs1)(C(F)(F)F)O2 (centres undefined)	22	-0.1	-2	2.7
COc1c(F)c(F)c(OC)c(F)c1F	-2	-0.2	-7	0.5
COc1ccc(-c2cc(N)n(S(=O)(=O)c3cccc4nsnc34)n2)c(OC)c1	8	-0.2	9	2.7
CC(CNC(=O)c1cc(-c2ccco2)[nH]n1)c1ccccc1 (centres undefined)	-14	0.0	5	1.5
CCOC(=O)c1sc(NC(=O)c2ccc(OC)cc2OC)nc1-c1ccccc1	-3	-0.1	0	0.5
Cc1cccc(NC(=O)c2cc3c(=O)n4cccc(C)c4nc3s2)c1	6	0.1	-8	-0.8
CCC(=O)c1cc2c(C)cc(=O)oc2c(C)c1O	1	0.1	-12	0.6
COc1cccc2c1OC1(CCN(C(=O)Cc3cc(F)cc(F)c3)CC1)OC2	11	0.4	13	2.3
COc1ccc(NC(=O)NCc2noc3ccc(C)cc23)c(OC)c1	2	0.1	4	-1.6
N#CC1=C(N)OC2=C(C(=O)CCC2)C1c1ccccc1Br (centres undefined)	-1	-0.1	3	0.4
CC(NC(=O)C1CCCC1)c1ccc(I)cc1 (centres undefined)	-2	0.0	-3	-0.6
COc1ccc(S(=O)(=O)Nc2ccc(NC(C)=O)cc2)c([N+](=O)[O-])c1	1	0.0	17	-0.8
COc1ccc(C(=O)NCc2nnc(SCC(=O)N3N=C(c4cccs4)CC3c3ccc(F)cc3)n2-c2cccc(C)c2)cc1OC (centres undefined)	2	0.0	-6	-0.3
CC(NC(=O)CCCN1C(=O)CSc2ncccc21)C12CC3CC(CC(C3)C1)C2 (centres undefined)	12	0.0	6	1.1
Cc1cc(C)cc(Nc2ncnc3c2c(-c2ccccc2)cn3-c2cccc(C)c2)c1	7	0.2	-5	-0.5
O=c1c2sc3ccc([N+](=O)[O-])cc3c2[nH]c(=S)n1Cc1ccccn1	2	0.1	6	8.8*
COc1cc(CN2CCN(Cc3ccccc3C)CC2)c([N+](=O)[O-])cc1OC	-3	0.2	75*	2.3
Cc1ccc2[nH]c(-c3ccncc3)cc2c1	-58	-0.1	4	0.3
O=C(Nc1nc(-c2ccc([N+](=O)[O-])cc2)cs1)c1ccc(S(=O)(=O)N2CCc3ccccc32)cc1	5	0.0	5	-0.6
CC(C)c1cc(C(=O)Nc2cc(Br)ccc2O)no1	-42	0.1	-2	-0.2
COc1ccc(CNc2nc(-c3cccnc3)nn2S(C)(=O)=O)cc1	13	0.2	2	0.1
Cc1sc2nc(Cc3ccccc3)n(CC(=O)NC3CCCCC3)c(=O)c2c1C	10	0.3	i	-0.3
CC(=O)N1CCc2cc(-c3nc(NC(=O)C45CC6CC(CC(C6)C4)C5)sc3C)ccc21	-3	0.0	2	2.3
COc1ccc(-c2nc(CC(=O)O)cs2)cc1OC	1	0.5	18	-0.8
O=C1c2cc(OC(=O)C34CC5CC(CC(C5)C3)C4)ccc2-c2ccc(OC(=O)C34CC5CC(CC(C5)C3)C4)cc21	-1	0.1	-22	-0.4
COC(=O)c1c(N)c2ccccc2[nH]c1=O	1	-0.1	5	2.0
Cc1ccccc1C(=O)Nc1cc2cccc([N+](=O)[O-])c2oc1=O	7	0.3	9	-0.3
Nc1c(N(CCCO)C(=O)C2CCCCC2)c(=O)[nH]c(=O)n1Cc1ccccc1	2	0.0	6	1.2
Cc1cccc(C2=N/C(=C\c3c(F)cccc3Cl)C(=O)O2)c1	-3	-0.1	-2	-1.4
COCCn1c(=NC(=O)c2cc(C)on2)sc2cc(OC)ccc21	-1	0.1	-8	0.3
CCOc1ccccc1C1C(C(=O)OC2CCCC2)=C(C)NC2=C1C(=O)CCC2 (centres undefined)	-2	0.0	2	2.1
N#CC1(C#N)[C@H](c2ccc(Br)cc2)[C@@H](C(=O)c2ccccc2)N2c3ccc(Cl)cc3C=C[C@@H]21	-1	-0.1	1	-0.9
CCCC(=O)Nc1cccc(Oc2nc(C)c(Cl)c(C)c2C#N)c1	-7	0.2	13	-0.5
CCOCCCNC(=O)c1ccc(CS(=O)Cc2ccc(C)cc2)o1 (centres undefined)	0	0.0	-5	0.7
Oc1cccc(-c2cnn3c(NCc4cccs4)ccnc23)c1	99*	-0.2	3	-2.0
N#C/C(=C(/O)COC(=O)CNC(=O)c1ccco1)c1nc2ccccc2[nH]1	2	-0.1	9	-0.1
CC(=O)N1CCC(=O)Nc2ccc([N+](=O)[O-])cc21	-3	-0.1	1	0.1
Cc1ccc(C(=O)O)c(C(=O)Nc2nc3cc([N+](=O)[O-])ccc3s2)c1	13	0.3	10	-1.5
O=C(Nc1ccc(F)c(Cl)c1)Nc1ccc(Br)cn1	-1	-0.2	-31	-0.2
CCc1ccc(N2C(=S)NC3c4ccccc4OC2(C)C3C(=O)Nc2ccc(Cl)cc2)cc1 (centres undefined)	8	0.3	13	0.2
CC(C)C(NC(=O)C1CCOC1)c1nnc2n1CCN(Cc1ccc3c(c1)OCO3)CC2 (centres undefined)	4	-0.1	-16	-0.5
C[C@@H](O)[C@@H]1NC(=O)[C@@H]2C[C@H](NCc3ccsc3)CN2C1=O	-1	0.0	3	0.4
